UBC13 inh – inhibitors of human UBC13 polyubiquitin chain formation; P61088; TR-FRET; inhibition, % at 20 µM; actives 0.47% (n = 330,000); in the data active = inhibition above about 45%, passing the limit was not always enough
Target sequence (P61088 whole entry, looked up): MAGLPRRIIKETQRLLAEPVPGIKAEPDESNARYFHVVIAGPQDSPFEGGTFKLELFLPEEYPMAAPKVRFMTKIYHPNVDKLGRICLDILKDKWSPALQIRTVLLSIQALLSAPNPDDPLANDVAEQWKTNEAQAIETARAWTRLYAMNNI
Gli-Sufu block – antagonists of Gli-Sufu signaling; Sufu-KO-LIGHT fibroblasts, Gli luciferase reporter luminescence; inhibition, % at 5 µM; actives 0.74% (n = 340,000); AID 588413;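 active = inhibition above about 55%, limit read from the data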;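 also: 0% = DMSO-treated cells and 100% = wells with medium but no cells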
697 NFkB inh – inhibitors of the PMA/ionomycin-induced NF-kB reporter in 697 B cells | inhibition, % at 4 µM | AID 435022 | 697 B-cell NF-kB luciferase reporter, 16 h | actives 0.33% (n = 330,000); in the data active = inhibition above about 35%
HKDC1 inh – HKDC1 (human) hexokinase inhibition; Q2TB90; recombinant HKDC1, G6PDH/diaphorase resazurin coupled fluorescence; inhibition, % at 20 µM; actives 0.16% (n = 340,000);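 active = inhibition above about 35% when tested at 20 µM, limit read from the data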;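 also: plate controls were DMSO wells with enzyme for no effect and DMSO wells lacking enzyme for full effect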
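Test system: recombinant HKDC1 (HK5) hexokinase enzyme, produced in-house / Doses: 20 µM test compound, 1% DMSO / Timing: 90 min, room temperature / Detection: G6PDH/diaphorase-coupled fluorescence, 1 mM NADP, 100 µM resazurin, 525/613 nm / Control set: DMSO wells with and without enzyme mix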
Jurkat NFkB inh – lowers PMA/ionomycin-induced NF-kB signal in Jurkat cells; PMA/ionomycin-induced NF-kB luciferase reporter, luminescence; inhibition, % at 4 µM; actives 0.53% (n = 330,000)
Apaf1 inhib – human Apaf-1 inhibition; inhibition, % at 20 µM; O14727; reconstituted apoptosome caspase-3 activity, DEVD-Rh110 fluorescence; actives 0.71% (n = 330,000); active = inhibition of at least 40% at 20 µM;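 also: plate controls were DMSO wells for no effect and DEVD-CHO caspase inhibitor wells for full effect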
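System: Apoptosome proteins | Medium: Hepes pH 7.5 with detergent and BSA | Also added: Cytochrome c trigger plus (Z-DEVD)2-Rh110 caspase-3 substrate | Incubation: 30 min compound preincubation, 50 min activation, room temperature | Detection: Rhodamine 110 fluorescence at Ex 480/Em 540 nm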
SENP8 inh – SENP8 protease inhibition; inhibition, % at 10 µM; Q96LD8; actives 1.2% (n = 330,000); purified SENP8, Z-RLRGG-aminoluciferin cleavage, luminescence; AID 2540
Target sequence (Q96LD8 whole entry, looked up): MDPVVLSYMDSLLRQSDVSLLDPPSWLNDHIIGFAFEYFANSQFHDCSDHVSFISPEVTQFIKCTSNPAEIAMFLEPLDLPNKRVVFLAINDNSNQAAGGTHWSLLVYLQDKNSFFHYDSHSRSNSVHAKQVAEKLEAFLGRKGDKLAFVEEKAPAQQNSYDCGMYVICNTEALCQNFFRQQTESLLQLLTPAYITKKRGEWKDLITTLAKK
SENP7 inh – SENP7 protease inhibition. Q9BQF6. recombinant SENP7, Z-RLRGG-aminoluciferin luminescence, 40 min. inhibition, % at 5 µM. actives 1.5% (n = 330,000). AID 434973;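 active = inhibition above about 50% at the single test dose, limit read from the data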;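 also: plate controls were DMSO with enzyme for no effect and no enzyme buffer wells for full effect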
Target sequence (Q9BQF6 706-1050 limits assumed): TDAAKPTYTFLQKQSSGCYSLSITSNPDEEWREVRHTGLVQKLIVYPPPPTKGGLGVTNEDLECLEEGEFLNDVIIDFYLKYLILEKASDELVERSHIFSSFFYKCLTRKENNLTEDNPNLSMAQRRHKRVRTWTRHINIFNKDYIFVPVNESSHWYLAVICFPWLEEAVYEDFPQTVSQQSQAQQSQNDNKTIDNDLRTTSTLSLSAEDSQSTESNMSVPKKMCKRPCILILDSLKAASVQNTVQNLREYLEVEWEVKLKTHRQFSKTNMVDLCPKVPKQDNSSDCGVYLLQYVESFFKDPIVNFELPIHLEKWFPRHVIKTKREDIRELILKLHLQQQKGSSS
* hit, by the source's call; · = not tested or not shown. Rule as the data show it, unless noted: active = inhibition above about 50%; inactive = the rest.

SMILES	UBC13 inh	Gli-Sufu block	697 NFkB inh	HKDC1 inh	Jurkat NFkB inh	Apaf1 inhib	SENP8 inh	SENP7 inh
COc1ccc2oc(=Nc3ccccc3)c(-c3nc4ccccc4[nH]3)cc2c1	-8	-82	-172	-4	-88	-13	2	-2
CCOC(=O)N1CCN(C(=O)c2cccc(NC(=O)c3ccco3)c2)CC1	2	3	3	-4	7	-6	3	5
CCN1C(=S)N[C@@H](CCc2ccccc2)[C@H](C(=O)OC)[C@H]1C	4	-1	-2	-4	-4	-5	6	6
Cc1ccc2c(c1)N(CC(=O)NCC1CCCO1)C(=O)CO2 (centres undefined)	-1	-18	1	1	2	-4	10	7
COc1cccc(-n2cnc3sc(-c4ccccc4)cc3c2=O)c1	-1	-81	-124	-1	-116	-21	3	2
O=C(COc1ccc(Cl)cc1Br)N1CCN(c2ncccn2)CC1	-1	13	-1	6	9	-30	0	8
CC(=O)c1cnc(N(C)C)s1	1	-5	25	-7	-4	-2	2	2
O=C1O[C@@H](c2ccc(O)cc2)Cc2cccc(O)c21	25	-7	9	-2	-4	0	16	-6
COc1ccc2c(c1)nc(N)n2Cc1ccccc1	14	13	-4	-7	-4	-1	3	-1
CNC(=O)CCCN1C(=O)c2ccccc2Sc2ncccc21	-4	5	12	1	9	-1	6	-2
CSCc1ccc(C(=O)NCc2ccc(F)cc2)cc1	5	8	-5	-2	-4	1	-3	-1
CCN(Cc1ccncc1)C(=O)c1ccc(C)c(S(=O)(=O)N2CCCCC2)c1	-5	-4	-20	2	-8	14	-12	-8
COc1ccc(S(=O)(=O)N(C)CC(=O)NCCC2=CCCCC2)cc1OC	13	-14	17	0	-2	-4	-2	-9
O=C(Nc1ccc(OC(F)(F)C(F)F)c(NC(=O)c2ccc(F)cc2)c1)c1ccc(F)cc1	-11	-7	-83	1	-36	14	-6	-10
Cc1nnc(NC(=O)c2ccc(F)c(S(=O)(=O)N3CCCCC3)c2)s1	-10	5	4	-4	18	10	-9	-7
Cc1cccc(C)c1NC(=O)COC(=O)C1CC1	-2	-2	21	0	12	-9	6	4
COc1ccccc1CNC(=O)COC(=O)C1=COCCO1	7	-4	10	-6	8	-4	-8	-9
Cn1c(CCN2CCCCC2)nc2cc(NC(=O)C3CCCCC3)ccc21	1	8	-7	6	-13	9	13	1
COc1cccc2c1CCc1c-2nc2ccccc2c1C(=O)O	-10	10	-56	-1	0	2	-11	-6
Cc1ccc(S(=O)(=O)Nc2ccc3[nH]ccc3c2)cc1	6	-1	6	-3	7	0	-2	3
Cc1ccc(N/C=C(/C#N)c2ccsc2)cc1	8	4	-65	-4	-93	13	-20	-6
Cc1ccnc2nc(C(=O)OCC(=O)N3CC(C)CC(C)C3)nn12 (centres undefined)	-4	-5	6	3	0	1	4	2
CC(c1nc2scc(-c3ccccc3)c2c(=O)[nH]1)N1CCN(CC(=O)NC2CC2)CC1 (centres undefined)	2	6	16	-5	18	5	5	-6
CC1(C)CC(=O)C=C(NCC(=O)O)C1	-2	2	-3	-7	7	-8	-6	-8
Oc1c(Br)cc(Br)cc1CNc1ccc(F)cc1	-2	1	7	-1	6	19	18	6
O=S(=O)(c1ccc(Br)cc1)c1nc(-c2ccco2)oc1NCC1CCCO1 (centres undefined)	0	62*	29	-1	14	-1	4	6
Cc1cc(=O)oc2cc(OCCc3ccccc3)ccc12	-3	-52	-297	-2	-78	13	-13	-3
Cc1oc(-c2cccc(Cl)c2)nc1CN1CCC(C(=O)NCCCN2CCCC2=O)CC1	3	-3	4	-2	-5	-5	-6	10
CSc1ccc(S(=O)(=O)NC(C)c2ccccc2)cc1 (centres undefined)	0	5	7	-3	2	11	-3	-2
CC(=O)Nc1ccc(N2CCc3c(C)c(C#N)c4nc5ccccc5n4c32)cc1	9	·	-18	·	44	-22	-3	8
c1ccc(C2=NC(c3ccccc3)N=C(c3ccccc3)N2)cc1	8	-24	-7	-6	1	5	1	11
COc1ccc(N(CC(=O)NCCSCc2ccc(C)cc2)S(=O)(=O)c2ccccc2)cc1	-12	95*	-35	6	19	27	7	-8
CCC(=O)N1CCc2cc(Br)cc(S(=O)(=O)N3CCC(C(=O)NCCCOC(C)C)CC3)c21	2	-3	-1	-7	-8	10	-7	-7
CC(=O)Nc1ccc(S(=O)(=O)N2CCN=C2C)cc1	6	-9	4	-5	14	-1	-1	-6
Cc1c(C)c(C)c(/C=[N+](/C)[O-])c(C)c1C	-5	-8	5	-8	-20	9	-9	-1
COc1cc(C(C)=O)ccc1OCC(=O)NCCCn1nc(C)cc1C	6	4	6	-4	6	0	2	7
N#C/C(=C/c1ccc(Cl)cc1)NC(=O)c1ccccc1	-5	-12	-11	-3	-3	0	-11	0
C=C(C)c1cccc(C(C)(C)NC(=O)N2CCN(c3ccc(OC)cc3)CC2)c1	-6	5	9	-5	3	15	-3	-5
CCSc1cc(C2C(C#N)=C(N)OC(C)=C2C(=O)OC)c(C)o1 (centres undefined)	0	0	21	3	11	7	7	-8
CCn1cc(CN2CCC(n3nccc3NC(=O)CCOc3ccccc3)CC2)c(C)n1	7	6	-2	-2	8	-4	2	0
COc1cccc(NC(=O)CN(C)C(=O)CNC(=O)c2ccccc2F)c1	-1	2	-41	-4	-48	7	-1	-10
N#CCCN(CCC#N)C(=S)NC1CC2C=CC1C2 (centres undefined)	5	7	11	-4	-2	1	0	-8
CCN(CC)c1ccc(/C=N/NC(=O)CNC(=O)/C=C/c2ccco2)cc1	-15	-11	-15	3	0	9	-12	-2
COc1ccc(CN2C(=O)c3cccnc3C2=O)cc1S(=O)(=O)N1CCCCC1C (centres undefined)	-7	0	7	-2	10	-9	0	4
Cc1nc(SCC(=O)NCc2ccco2)c2c3c(sc2n1)CCCC3	4	6	-20	1	11	22	-4	-1
COc1cc(OC)nc(NC(=O)CSc2nnc(-c3ccccc3)n2C2CCCCC2)n1	0	-1	8	2	7	11	-4	3
CC1CCCN(C(=O)COC(=O)c2ccc3[nH]c4c(c3c2)CCCC4)C1 (centres undefined)	-1	-12	-27	2	-33	26	9	1
CCN1CCN(c2ccc(S(=O)(=O)N3CCCCC3)cc2NC(=O)COc2ccc(Cl)c(C)c2)CC1	10	27	-5	0	-5	45*	-8	7
CC1CCCC(C)N1C(=O)CN1C(=O)c2ccccc2S1(=O)=O (centres undefined)	0	·	0	0	3	1	6	-1
CC(NC(=O)CCC1COc2ccccc2O1)c1ccccc1 (centres undefined)	0	2	9	10	-16	-7	-8	-6

Further entries.
SMILES	UBC13 inh	Gli-Sufu block	697 NFkB inh	HKDC1 inh	Jurkat NFkB inh	Apaf1 inhib	SENP8 inh	SENP7 inh
CCCCC(=O)Nc1ccc2c3c(cccc13)C(=O)N2CC	60*	13	34	18	4	-7	-2	4
COc1cc(CNCCO)cc(Cl)c1OCc1ccccc1Cl	21	-7	-3	4	-2	8	-9	0
O=C(NC(Cc1ccccc1)C(=O)O)c1ccccc1 (centres undefined)	4	2	25	-4	10	-15	-8	1
COc1cccc(NC(=O)CC2Oc3ccccc3NC2=O)c1 (centres undefined)	0	-1	16	1	6	-4	1	5
COc1cccc(CNc2ccc(N3CCC(C)CC3)cc2)c1OC	4	8	5	15	14	5	-4	10
CC(C)n1c(CCC(=O)O)ccc1-c1ccccc1	6	-4	-7	-1	-9	-5	1	9
Cc1cccc(OCc2nnc(SCC(=O)Nc3nccs3)o2)c1	2	0	9	-14	-4	-9	-7	-6
Cc1c(C#N)sc(C(N)=O)c1C	-11	8	-7	-2	-4	-4	-12	-7
COc1ccc(CN(C(C)=O)c2cccc(C)c2C)cc1	5	32	2	6	18	1	1	4
Cc1cc(C)cc(OCc2ccc(C(=O)O)o2)c1	-4	-1	21	-6	-3	14	-1	1

Structures above that bear a hit mark in UBC13 inh.
Structure | UBC13 inh | 697 NFkB inh | HKDC1 inh | Jurkat NFkB inh | SENP7 inh
CCCCC(=O)Nc1ccc2c3c(cccc13)C(=O)N2CC | 60* | 34 | 18 | 4 | 4

Complete entries, looked up by structure.
Cc1cc(C)cc(OCc2ccc(C(=O)O)o2)c1 across the screens: UBC13 inh: -4; Gli-Sufu block: -1; 697 NFkB inh: 21; HKDC1 inh: -6; Jurkat NFkB inh: -3; Apaf1 inhib: 14; SENP8 inh: -1; SENP7 inh: 1
Cc1c(C#N)sc(C(N)=O)c1C across the screens: UBC13 inh: -11; Gli-Sufu block: 8; 697 NFkB inh: -7; HKDC1 inh: -2; Jurkat NFkB inh: -4; Apaf1 inhib: -4; SENP8 inh: -12; SENP7 inh: -7

The listing continues:
SMILES	UBC13 inh	Gli-Sufu block	697 NFkB inh	HKDC1 inh	Jurkat NFkB inh	Apaf1 inhib	SENP8 inh	SENP7 inh
O=C(CO/N=C/c1ccc(OC(F)F)cc1)NC1CCCCC1	0	-8	19	-10	1	6	-8	0
Cc1c(NC(=O)c2ccc(S(=O)(=O)N3CCOCC3)cc2)c(=O)n(-c2ccccc2)n1C	3	1	0	-4	6	1	-5	4
O=C(N/N=C/c1ccc(Br)s1)c1c[nH]c2ccccc12	-4	-106	-86	-11	-109	6	1	16
Cc1cc(NS(=O)(=O)c2cccc([N+](=O)[O-])c2)no1	3	-3	1	3	15	-7	-6	-9
Cc1ccc(NC(=O)c2ccc(NC3=NC4CS(=O)(=O)CC4S3)cc2)cc1 (centres undefined)	7	-6	5	0	1	-4	-3	5
C=CCOC(=O)CCCC(=O)NC1CCCCC1	3	3	16	6	-3	-24	3	-4
COc1ccccc1C(=O)Nc1ccc(OCC(=O)N2C(C)CCCC2C)cc1 (centres undefined)	3	-17	20	-3	-4	-13	12	3
O=C(c1ccccc1)c1cnc(-c2ccc(Cl)cc2)s1	-4	-129	-212	-3	-214	12	22	97*
COc1ccc(C(=O)NC(=O)CSc2nc3nc(C)cc(C)n3n2)cc1	9	-3	-8	14	-101	-7	4	12
CCCCN1C(=O)C2C3C=CC(C2C1=O)C1C2C(=O)N(CCCC)C(=O)C2C31 (centres undefined)	-7	-4	5	-7	5	8	-7	-7

For convenience, some entries already given.
SMILES	UBC13 inh	Gli-Sufu block	697 NFkB inh	HKDC1 inh	Jurkat NFkB inh	Apaf1 inhib	SENP8 inh	SENP7 inh
O=C(c1ccccc1)c1cnc(-c2ccc(Cl)cc2)s1	-4	-129	-212	-3	-214	12	22	97*
COc1ccc(C(=O)NC(=O)CSc2nc3nc(C)cc(C)n3n2)cc1	9	-3	-8	14	-101	-7	4	12
CCCCN1C(=O)C2C3C=CC(C2C1=O)C1C2C(=O)N(CCCC)C(=O)C2C31 (centres undefined)	-7	-4	5	-7	5	8	-7	-7

(continued)
SMILES	UBC13 inh	Gli-Sufu block	697 NFkB inh	HKDC1 inh	Jurkat NFkB inh	Apaf1 inhib	SENP8 inh	SENP7 inh
CCOC(=O)N1CCN(C(=O)c2ccc3c(=O)n(Cc4ccccc4OC)c(=S)[nH]c3c2)CC1	0	4	-6	-6	13	14	2	-1
CC1CCCCN1C(=O)Cn1c(=O)oc2cc(S(=O)(=O)N3CCCCC3)ccc21 (centres undefined)	8	13	5	-4	5	-11	-2	1
N#Cc1ccc(CO/N=C/c2ccccc2)cc1	4	-6	-15	-13	-9	-3	-4	0
Cc1nc(C(=O)NC2CCCCC2)sc1C1(C)CC(c2cccc([N+](=O)[O-])c2)=NO1 (centres undefined)	7	5	4	1	16	11	0	1
c1ccc2c3c([nH]c2c1)C1(CCCCC1)NCC3	-8	0	7	-7	-9	-8	-3	10
CCC(=O)N1CCc2cc(S(=O)(=O)NC(Cc3ccccc3)C(=O)O)ccc21 (centres undefined)	-2	-4	-4	-7	-6	1	-7	-9
CC(C)c1nnc(NC(=O)CCC(=O)NC2CCCc3ccccc32)s1 (centres undefined)	6	0	10	-7	8	-4	-3	-6
COC(=O)c1c(NC(=S)NN2CCN(C)CC2)sc2c1CCC(C)C2 (centres undefined)	62*	11	1	1	12	36	4	5
O=C(OCn1nnc2ccccc2c1=O)c1ccc2c(=O)n3c(nc2c1)CCC3	-11	-4	-22	-13	-7	-17	-4	3
Cc1ccccc1CSCC(=O)NCc1ccco1	-24	-2	-11	-3	3	8	-8	-7
COc1ccc(-c2[nH]c(-c3ccc(C)cc3)nc2SCC(=O)NCc2ccco2)cc1OC	15	0	13	1	7	-11	7	-2
O=C(COC(=O)C1CCN(c2ccc(C(F)(F)F)cn2)CC1)NCc1ccc(Cl)cc1Cl	-3	-5	-2	2	10	27	2	-6

Screening data: PubChem BioAssay, Sanford-Burnham Center for Chemical Genomics
